# LMPTP block = LMPTP phosphatase inhibitors, primary screen, biochemical, fluorescence intensity, uHTS; Low molecular weight phosphotyrosine protein phosphatase (Homo sapiens), P24666; recombinant LMPTP-A, OMFP fluorogenic substrate; inhibition, % at 20 µM; actives 0.22% (n = 360,000);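 active = compounds that cut the enzyme signal by at least half of the control window in the single-dose screen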;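 note: plate controls were DMSO wells with enzyme plus substrate for no effect and substrate without enzyme for full effect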
#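 Material: LMPTP-A; amount: 0.625 nM enzyme; doses: single 20 µM dose; times: reaction 50 min, room temperature, dark; technique: fluorescence intensity of OMFP turnover product; benchmarks: no-enzyme and uninhibited controls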
# MsrA inhibitor = bovine MsrA enzyme inhibitors, primary screen, biochemical, absorbance, HTS; purified bovine MsrA, absorbance read-out; inhibition, % at 15.5 µM; actives 0.75% (n = 360,000); in the data active = inhibition above about 4.5%;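 note: 0% = vehicle wells with enzyme and 100% = reference inhibitor wells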
# bovine MsrA act = bovine MsrA enzyme activators, primary screen, biochemical, absorbance, HTS | purified bovine MsrA, absorbance read-out | activation, % at 10.6 µM | actives 0.3% (n = 360,000) | AID 602163, 2012; in the data active = activation above about 7.5%;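 note: 0% = vehicle and 100% = reference activator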
# Scp1 inh = Scp-1 phosphatase inhibitors, primary screen, biochemical, colorimetric, uHTS. Carboxy-terminal domain RNA polymerase II polypeptide A small phosphatase 1 (Homo …. Recombinant Scp1, phosphopeptide, malachite green phosphate absorbance. actives 0.88% (n = 340,000). inhibition, % at 20 µM. AID 493091, 2011;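 active = inhibition above about 50% at 20 µM, limit read from the data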;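 note: plate controls were DMSO wells with enzyme for no effect and wells lacking enzyme for full effect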
# Target sequence (Q9GZU7 76-261 limits assumed): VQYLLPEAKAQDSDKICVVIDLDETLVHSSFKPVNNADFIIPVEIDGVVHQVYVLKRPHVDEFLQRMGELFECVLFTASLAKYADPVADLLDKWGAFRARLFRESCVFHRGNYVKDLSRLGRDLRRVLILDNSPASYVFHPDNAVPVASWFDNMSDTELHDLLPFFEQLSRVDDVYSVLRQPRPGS
#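 Test system: SCP-1 phosphatase catalytic domain, residues 76-261 | Compound dosing: One concentration, 20 µM, with 1.0% DMSO | Schedule: 45 min room-temperature reaction, 5 min colour, 30 min stabiliser | Detection: Absorbance at 630 nm | Read-out basis: % inhibition of SCP-1 phosphate liberation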
# NRP1-CendR mod = modulators of CendR peptide binding to NRP-1, primary screen, biochemical, fluorescence polarization, uHTS. Neuropilin-1 (Homo sapiens), O14786. FAM-RPARPAR peptide binding to NRP-1. inhibition, % at 25 µM. actives 0.85% (n = 360,000). AID 602438, 2012;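 active = inhibition or corrected inhibition above about 18%, plus a signal ratio from 0.5 to 1.5, limit read from the data, passing the limit was not always enough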; note: strong numbers were not always called active
# STEP inh = STEP phosphatase inhibitors, primary screen, biochemical, fluorescence intensity, uHTS; Tyrosine-protein phosphatase non-receptor type 5 (Homo sapiens), P54829; recombinant STEP, OMFP fluorogenic substrate; inhibition, % at 20 µM; actives 0.25% (n = 360,000);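 active = inhibition at 20 µM, scaled per plate between control wells, above about 37%, limit read from the data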;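 note: 0% = DMSO with enzyme and substrate and 100% = substrate only without enzyme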
#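 Measure: Control-normalized % inhibition with plate pattern correction | Test system: STEP phosphatase, cell-free reaction | Medium: pH 6.0 Bis-Tris with DTT and Tween 20 | Technique: Fluorescence, 480/540 nm | Times: Reaction 20 min, ambient temperature | Doses: Single compound dose of 20 µM, 1% DMSO final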
# SUMO1-SIM PPI = modulators of SUMO1 protein-protein interactions, primary screen, biochemical, uHTS; inhibition, % at 20 µM; SUMO1 binding to a labelled peptide, TR-FRET, 1 h; actives 0.33% (n = 360,000); in the data active = inhibition above about 37%
# Tb MetRS inh = T. brucei MetRS inhibitors, primary screen, biochemical, luminescence. purified T. brucei MetRS, ATP depletion, Kinase-Glo luminescence. inhibition, % at 11.9 µM. actives 0.4% (n = 360,000). AID 624268, 2012;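 active = inhibition above a per-plate cutoff of the control wells' mean inhibition plus 3 SD, cut at about 5.5% in these data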;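 note: 0% = DMSO wells median and 100% = median of wells with control inhibitor compound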
#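 technique = Kinase-Glo luminescence, ATP depletion format | system = purified MetRS (methionyl-tRNA synthetase) enzyme from Trypanosoma brucei | timing = 15 min preincubation, 2 h reaction, all 25 °C | evaluation = percent inhibition versus plate control medians | dosing = single dose, 11.9 µM final nominal, 0.9% final DMSO | also added = substrates ATP, L-methionine and bulk Escherichia coli tRNA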
# eLon inh = inhibitors of E. coli Lon protease, primary screen, biochemical, fluorescence polarization | P0A9M0 | purified E. coli Lon protease | inhibition, % at 7.94 µM | actives 0.42% (n = 360,000) | AID 602123, 2011; in the data active = inhibition above about 13%, passing the limit was not always enough;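 note: 0% = enzyme with probe and DMSO and 100% = no enzyme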
# Target sequence (P0A9M0 whole entry, looked up): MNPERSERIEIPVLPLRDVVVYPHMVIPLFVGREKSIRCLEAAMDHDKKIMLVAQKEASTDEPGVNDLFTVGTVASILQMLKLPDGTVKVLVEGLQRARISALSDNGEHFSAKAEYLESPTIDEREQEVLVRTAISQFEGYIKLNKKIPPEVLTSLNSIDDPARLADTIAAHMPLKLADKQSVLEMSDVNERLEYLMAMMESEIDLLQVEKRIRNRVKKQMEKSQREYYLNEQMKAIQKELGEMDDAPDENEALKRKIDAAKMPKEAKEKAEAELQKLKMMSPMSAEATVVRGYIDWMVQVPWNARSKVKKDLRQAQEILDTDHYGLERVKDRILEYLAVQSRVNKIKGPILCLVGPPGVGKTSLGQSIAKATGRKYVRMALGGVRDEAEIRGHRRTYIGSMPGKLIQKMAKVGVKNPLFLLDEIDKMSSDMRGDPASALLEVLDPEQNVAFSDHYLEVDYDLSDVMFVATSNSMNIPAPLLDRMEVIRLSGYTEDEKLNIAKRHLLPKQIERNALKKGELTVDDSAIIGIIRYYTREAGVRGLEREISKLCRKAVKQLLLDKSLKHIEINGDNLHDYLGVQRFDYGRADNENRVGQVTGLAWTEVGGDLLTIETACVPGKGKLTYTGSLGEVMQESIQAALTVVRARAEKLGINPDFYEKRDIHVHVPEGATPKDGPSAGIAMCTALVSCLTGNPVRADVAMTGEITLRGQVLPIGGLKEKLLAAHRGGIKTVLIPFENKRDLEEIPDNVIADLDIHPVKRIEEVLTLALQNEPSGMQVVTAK
# DNMT1 inh = human DNMT1 methyltransferase inhibitors, primary screen, biochemical, molecular beacon, fluorescence, HinP1I cleavage, uHTS | AID 588458, 2011 | DNA (cytosine-5)-methyltransferase 1 (Homo sapiens), P26358 | inhibition (reported as % activation of signal), % at 10 µM | actives 0.83% (n = 360,000); in the data active = inhibition above about 50%
# * marks the source's active call; other numbers are inactive results; nt = not tested or not shown.
Structure	LMPTP block	MsrA inhibitor	bovine MsrA act	Scp1 inh	NRP1-CendR mod	STEP inh	SUMO1-SIM PPI	Tb MetRS inh	eLon inh	DNMT1 inh
O=C(Cn1cc(C(F)(F)F)cc(Cl)c1=O)NCc1ccc(Cl)cc1Cl	0.9	-0.7	-3	-4	6	0	-5	1.3	-12	4
Brc1ccc(NCc2nnc3n2CCCCC3)cc1	-0.9	-1.2	1	-6	-2	3	-4	1.2	-4	-1
c1cnc(Sc2ccc3nnnn3n2)nc1	1.2	-0.4	-1	-2	-12	0	-3	0.2	-5	-19
O=C1NN(c2ccccc2)C(=O)/C1=C\c1ccccc1	-2.4	-0.6	-1	0	-23	6	3	1.8	-7	-7
Cc1c(C)c2ccc(OCC(=O)NC(Cc3c[nH]c4ccc(O)cc34)C(=O)O)c(C)c2oc1=O (stereo unspecified)	0.2	1.5	-5	15	-6	0	-2	1.4	-8	1
Cc1ccc(C(=O)/C=C/C(=O)c2ccc(C)cc2)cc1	0.4	-1.6	-1	-2	4	4	3	-0.2	7	2
Cn1c(N)c(C(=O)COC(=O)COc2ccc(Br)cc2)c(=O)n(C)c1=O	-0.9	0.0	-4	-13	6	-2	40*	-0.1	-3	1
CC1Cc2ccccc2N1C(=O)CN1CCC(C(N)=O)CC1 (stereo unspecified)	0.1	1.1	5	-3	3	5	6	-0.5	0	1
Cc1cc(N2CCN(c3ccccc3)CC2)nc(-c2ccccc2)n1	1.4	0.7	-4	-8	10	-1	1	-1.5	-1	1
CC(C)CCNC(=O)C(c1ccco1)N(CC1CCCO1)C(=O)Cn1nnc2ccccc21 (stereo unspecified)	-1.8	-0.5	3	-15	18	-2	2	-0.7	-3	0
CCSc1nnc(NC(=O)CSc2nc3c(cc2C#N)CCCC3)s1	-0.2	0.6	-2	3	-15	2	-9	-0.9	-4	1
COc1cccc(NC(=O)N2CCCC2C(=O)NCC(C)C)c1 (stereo unspecified)	-1.3	0.0	-1	-6	13	-1	3	0.2	-3	2
CSc1nsc(SCC(=O)Nc2ccc(OC(C)=O)cc2)n1	1.0	-0.6	0	-3	-14	4	0	-0.5	-3	-1
O=C(Cn1c(=O)oc2ccccc21)Nc1cccc(Cl)c1	-2.3	1.0	-10	-2	-7	-4	1	1.4	4	7
C=CCc1c(C)[nH]c(=O)[nH]c1=O	0.4	1.4	-1	-4	-9	-2	0	-0.6	0	-3
O=C(c1cccc(NS(=O)(=O)c2cccc(C(F)(F)F)c2)c1)N1CCOCC1	0.5	-0.4	-1	4	1	0	-2	-0.2	-7	0
CC/C(=N\NC(=O)c1cccnc1)c1ccc2c(c1)OCCO2	0.2	0.8	0	-4	12	1	-1	-0.4	-1	2
Cc1ccc(S(=O)(=O)N(C)CC(=O)Nc2ccccc2)cc1	0.1	-0.1	-1	-11	-20	-4	1	-0.7	-6	1
CCn1cc(/C=C(\NC(=O)c2ccc(OC)c(OC)c2)C(=O)NCCCN2CCOCC2)c2ccccc21	0.0	2.6	-14	0	-1	0	-3	-0.4	6	-1
C[C@]12C=CC(=O)C=C1CCC1C3CC[C@](O)(C(=O)CO)[C@@]3(C)CC3OC312 (stereo partly specified)	-1.4	1.1	-2	-5	0	-1	-4	0.2	2	0
CCCc1cc(C(=O)Nc2cc(Cl)ccc2O)no1	1.3	0.1	-1	-11	-31	-1	3	-0.2	-2	3
CC(C)[C@H](NC(=O)c1nn(Cc2ccccc2)c(=O)c2ccccc12)C(=O)O	-1.3	1.6	-2	-5	7	-1	4	-0.5	8	2
C[C@H]1CN=C(N(C)C)N1CCCCc1ccccc1	-0.7	-0.9	-7	7	6	-4	-3	-0.3	2	5
Cn1c(=O)c2c(nc(CN3CCC(C(N)=O)CC3)n2CCCc2ccccc2)n(C)c1=O	0.0	-0.1	-2	-8	-9	-1	-11	-0.1	0	-1
Cc1ccccc1C(=O)N1CCN(c2ccc(NC(=O)c3cccs3)cc2)CC1	0.1	2.0	-4	-2	-8	2	1	-0.5	-2	0

# Already shown: entries from further up.
Structure	LMPTP block	MsrA inhibitor	bovine MsrA act	Scp1 inh	NRP1-CendR mod	STEP inh	SUMO1-SIM PPI	Tb MetRS inh	eLon inh	DNMT1 inh
O=C(Cn1cc(C(F)(F)F)cc(Cl)c1=O)NCc1ccc(Cl)cc1Cl	0.9	-0.7	-3	-4	6	0	-5	1.3	-12	4
Brc1ccc(NCc2nnc3n2CCCCC3)cc1	-0.9	-1.2	1	-6	-2	3	-4	1.2	-4	-1

# Additional results follow.
Structure	LMPTP block	MsrA inhibitor	bovine MsrA act	Scp1 inh	NRP1-CendR mod	STEP inh	SUMO1-SIM PPI	Tb MetRS inh	eLon inh	DNMT1 inh
C/C(=N\NC(=O)c1c(C)nc2ccccn12)c1ccco1	-0.2	2.8	-5	-5	21	0	0	-0.1	-3	-4
O=C(c1cnc(-c2ccc(Cl)cc2)s1)c1ccc(Cl)cc1Cl	1.5	nt	-10	-6	20	1	-7	-1.7	2	-2
COc1ccc(F)cc1S(=O)(=O)n1cnc2ccccc21	-0.9	-0.1	-6	1	-7	-1	4	-1.4	-7	6
CC(=O)C1=C(O)C(=O)N(CCC(=O)O)C1c1ccccc1Cl (stereo unspecified)	-1.1	1.7	-8	-2	1	-2	-1	-0.3	2	0
Cn1ccnc1SC(C(=O)O)c1ccccc1 (stereo unspecified)	1.0	0.2	-6	6	-10	-2	0	-1.0	12	-1
O=C(NNC(=O)c1cccs1)c1ccc(Cl)cc1	-0.8	0.3	5	-10	4	-4	0	-0.5	-3	1
CC1CN(c2nc3ccccc3nc2SCC(=O)Nc2ccc(F)cc2)CC(C)O1 (stereo unspecified)	2.7	0.7	0	-7	10	2	-4	-0.2	1	0
Cc1ccc(NC(=O)Cn2c(=O)n(Cc3ccco3)c(=O)c3ccccc32)c(C)c1	-1.0	0.6	-3	-10	-14	0	0	-0.4	-4	-1
OCC1(CCCc2ccccc2)CCN(Cc2cnc(N3CCOCC3)s2)CC1	-0.5	1.4	-2	7	5	0	1	-0.8	6	-1
O=S(=O)(c1cccc(-c2cn3ccccc3n2)c1)N1CCCC1	-1.3	0.9	-4	-1	4	3	1	-0.1	-7	-2
N#Cc1ccccc1CN1C(=O)S/C(=C/c2cccn2-c2cccc(C(=O)O)c2)C1=O	8.1	1.8	-4	70*	-40	10	-6	0.6	-17	102*
Cn1c(N2CCCC2)nc2c1c(=O)[nH]c(=O)n2C	0.1	-1.1	-1	0	0	3	2	-0.3	2	-7
CNC(=O)C(=O)Nc1cc2c3c(c1)CCN3C(=O)CC2	0.4	0.1	-5	1	1	-1	-3	0.1	-4	1
Fc1ccccc1-c1n[nH]c(=S)n1/N=C/c1c[nH]c2ccccc12	1.1	11*	0	-4	9	-2	12	0.8	0	-2
O=C(NCc1ccccc1)C1CCN(S(=O)(=O)N2CCCCCC2)CC1	-0.6	0.8	-7	-2	3	1	-1	-0.3	-6	-3
CCC(NC(=O)c1oc2ccccc2c1COC)c1ccc(OC)cc1 (stereo unspecified)	1.3	-2.4	-1	-12	1	0	-1	0.7	5	-1
O=c1cnnc(NCc2ccccc2)[nH]1	-1.5	-0.7	-4	-4	-7	-2	2	-0.7	-7	-7
COc1ccc(-c2nn(-c3ccccc3)cc2C(=O)NC(=S)N2CCOCC2)cc1OC	-0.8	1.4	-3	-10	-8	2	-1	-0.2	-7	1
C/C(=N\NC(=O)c1cccnc1)c1ccc(Br)cc1	-1.6	0.6	-2	-2	2	-2	-6	0.0	-1	2
O/N=C1/CCCSc2ccccc21	-1.5	0.9	-10	-8	7	-1	-1	-1.4	7	2
COc1cccc2c(=O)cc(C)n(CC(=O)Nc3cccc(C)c3)c12	-1.6	0.5	-2	-1	-22	6	6	0.8	-9	-2
CCc1cc(C(=O)N2CCN(S(=O)(=O)c3ccccc3F)CC2)sc1C	1.2	-0.3	-7	4	-8	3	-1	-0.4	2	2
COc1cc(Nc2cccc(-c3ccccc3)n2)cc(OC)c1OC	2.2	-0.2	0	nt	30*	1	7	-0.2	6	8
Cc1onc(-c2ccccc2)c1C(=O)N1CCOCC1	-3.0	-0.2	-5	0	-15	1	-1	-1.3	6	1
O=C(CCN1CCOCC1)Nc1ccc(Cl)cc1	-1.9	-0.5	-5	-2	3	-4	3	-0.1	-7	1
Cc1cc(NC(=O)CSc2nnnn2-c2ccc(C(C)C)cc2)no1	-1.0	-1.2	-2	-7	15	0	0	-0.1	-3	0

# Entries above that contain a Cl atom:
Structure	LMPTP block	MsrA inhibitor	bovine MsrA act	Scp1 inh	NRP1-CendR mod	STEP inh	SUMO1-SIM PPI	Tb MetRS inh	eLon inh	DNMT1 inh
O=C(Cn1cc(C(F)(F)F)cc(Cl)c1=O)NCc1ccc(Cl)cc1Cl	0.9	-0.7	-3	-4	6	0	-5	1.3	-12	4
O=C(Cn1c(=O)oc2ccccc21)Nc1cccc(Cl)c1	-2.3	1.0	-10	-2	-7	-4	1	1.4	4	7
CCCc1cc(C(=O)Nc2cc(Cl)ccc2O)no1	1.3	0.1	-1	-11	-31	-1	3	-0.2	-2	3
O=C(c1cnc(-c2ccc(Cl)cc2)s1)c1ccc(Cl)cc1Cl	1.5	nt	-10	-6	20	1	-7	-1.7	2	-2
CC(=O)C1=C(O)C(=O)N(CCC(=O)O)C1c1ccccc1Cl (stereo unspecified)	-1.1	1.7	-8	-2	1	-2	-1	-0.3	2	0
O=C(NNC(=O)c1cccs1)c1ccc(Cl)cc1	-0.8	0.3	5	-10	4	-4	0	-0.5	-3	1
O=C(CCN1CCOCC1)Nc1ccc(Cl)cc1	-1.9	-0.5	-5	-2	3	-4	3	-0.1	-7	1

# Compounds as they come, and some 4.3% of all compounds hit somewhere here.
